# Fam108B counter: blocks mouse Fam108B hydrolase in RBBP9 counter-screen | actives 0.33% (n = 300,000) | AID 1947 | inhibition, % at 9.51 µM | recombinant Fam108B, FP-Rh probe fluorescence polarization;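 active = inhibition above the screen mean inhibition plus 3 SD, computed separately per campaign, cut at about 18% in these data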;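 note: inhibitors lower polarization as less probe binds the enzyme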
# PME-1 primary: blocks human protein phosphatase methylesterase 1. recombinant PME-1, FP-Rh probe fluorescence polarization. actives 0.53% (n = 320,000). AID 2130. inhibition, % at 5.9 µM. Q9Y570;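 active = inhibition above the campaign mean of all compounds plus 3 SD, cut at about 26% in these data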;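 note: competitive labeling of PME-1 active site by serine hydrolase directed probe; 0% = PME-1 with DMSO and 100% = wells lacking PME-1 enzyme; inhibitors block probe labeling so polarization falls and inhibition rises; many of its hits are not listed in these tables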
# PAD4 FP inh: PAD4 (human) enzyme inhibition; Q9UM07; recombinant PAD4, RCA probe fluorescence polarization; inhibition, % at 6.36 µM; actives 0.41% (n = 330,000); AID 485272;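 active = percent inhibition above a cutoff equal to the mean of all tested compounds plus 3 SD, cut at about 15% in these data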;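 note: 0% = PAD4 with RCA probe and DMSO and 100% = probe without PAD4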
# Target sequence (Q9UM07 whole entry, looked up): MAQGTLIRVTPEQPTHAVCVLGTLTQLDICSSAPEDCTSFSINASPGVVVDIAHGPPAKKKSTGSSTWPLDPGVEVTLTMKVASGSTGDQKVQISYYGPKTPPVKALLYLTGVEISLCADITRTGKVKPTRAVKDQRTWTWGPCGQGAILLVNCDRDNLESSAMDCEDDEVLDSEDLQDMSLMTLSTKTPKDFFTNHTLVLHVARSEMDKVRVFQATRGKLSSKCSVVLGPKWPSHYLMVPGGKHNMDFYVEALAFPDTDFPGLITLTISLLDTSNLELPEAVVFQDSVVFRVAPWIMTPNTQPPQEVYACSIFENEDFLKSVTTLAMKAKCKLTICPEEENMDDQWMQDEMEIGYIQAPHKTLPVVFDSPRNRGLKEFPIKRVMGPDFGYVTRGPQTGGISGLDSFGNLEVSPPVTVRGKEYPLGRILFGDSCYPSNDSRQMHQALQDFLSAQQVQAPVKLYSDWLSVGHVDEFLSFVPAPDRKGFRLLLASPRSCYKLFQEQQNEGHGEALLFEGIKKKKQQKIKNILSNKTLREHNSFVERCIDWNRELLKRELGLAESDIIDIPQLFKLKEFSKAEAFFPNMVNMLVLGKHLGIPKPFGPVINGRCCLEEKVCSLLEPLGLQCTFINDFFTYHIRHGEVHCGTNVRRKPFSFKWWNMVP
# GLD-1 RNA inh: GLD-1-TGE RNA interaction inhibition (C. elegans). Q17339. purified GLD-1 + fluorescein TGE RNA, fluorescence polarization. inhibition, % at 5.96 µM. actives 0.44% (n = 320,000). AID 2280;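 active = percent inhibition above a per-plate cutoff, the plate mean of test compounds plus 3 SD, cut at about 30% in these data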;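 note: 0% = DMSO wells with GLD-1 and probe and 100% = wells lacking GLD-1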
# Bcl-xL primary: blocks human Bcl-xL binding to Bim BH3 peptide | actives 0.7% (n = 320,000) | inhibition, % at 10.9 µM | Q07817 | GST-Bcl-xL / FITC-Bim BH3 peptide fluorescence polarization;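 active = inhibition above the mean of all tested compounds plus 3 SD, cutoff set per campaign, cut at about 30% in these data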;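 note: 0% = DMSO wells and 100% = unlabeled Bim-BH3 peptide competitor; inhibitors lower millipolarization by displacing the labeled peptide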
# Target sequence (Q07817 whole entry, looked up): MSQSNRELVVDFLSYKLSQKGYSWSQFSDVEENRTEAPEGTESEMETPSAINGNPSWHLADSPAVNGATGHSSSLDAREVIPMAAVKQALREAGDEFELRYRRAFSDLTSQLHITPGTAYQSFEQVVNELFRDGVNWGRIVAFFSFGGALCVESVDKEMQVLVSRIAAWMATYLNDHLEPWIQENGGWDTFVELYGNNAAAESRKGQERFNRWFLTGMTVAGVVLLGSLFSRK
# GSTO1 counter: GSTO1 inhibition, counter-screen for RBBP9 inhibitors; P78417; recombinant GSTO1, activity-based probe fluorescence polarization; inhibition, % at 5.96 µM; actives 1.1% (n = 300,000);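 active = inhibition above the campaign mean inhibition plus 3 SD, cut at about 35% in these data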;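 note: 0% = GSTO1-1 with DMSO and 100% = wells lacking GSTO1-1 enzyme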
# MEX-5 binding: C. elegans MEX-5 TCR-2 RNA binding activity. Q9XUB2. MEX-5/FITC-TCR2 RNA binding, fluorescence polarization; hits give low values. activity score (negative = inhibition of binding), % at 10 µM. actives 0.38% (n = 300,000);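 active = inhibition past about -25% in most replicates, and total fluorescence under double the plate's negative control median, limit read from the data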;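 note: 0% = DMSO and -100% = 5 µM competing unlabeled TCR2 RNA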
# TPT1 inh: C. albicans TPT1 enzyme inhibition. recombinant caTPT1, FP RNA substrate dephosphorylation. AID 1962. actives 0.81% (n = 300,000). inhibition, % at 5 µM;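 active = inhibition above the mean of all tested compounds plus 3 SD, set per screening campaign, cut at about 24% in these data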;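 note: plate controls were DMSO alone for no effect and ferristatin control at 100 nM for full effect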
# MCL1-BIM inh: MCL1-BIM-BH3 interaction inhibition (human); GST-MCL1 / FITC-Bim-BH3 fluorescence polarization; inhibition, % at 10.9 µM; actives 0.68% (n = 320,000); AID 2057;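 active = inhibition above the mean inhibition of all tested compounds plus 3 SD, set per campaign, cut at about 40% in these data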;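 note: 0% = DMSO wells and 100% = unlabeled Bim-BH3 peptide control; higher means more loss of mP so more displacement of Bim peptide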
# An asterisk follows results filed as active; / = not tested or not shown. Some of the compounds tested, so the mix of outcomes need not match the whole.
mol	Fam108B counter	PME-1 primary	PAD4 FP inh	GLD-1 RNA inh	Bcl-xL primary	GSTO1 counter	MEX-5 binding	TPT1 inh	MCL1-BIM inh
Cc1c(CCO)c(=O)n(C)n1C(=O)c1ccc(Cl)cc1	-5	-3	-1	2	-1	1	0.4	2	0
O=S(=O)(CCN1CCN(C(c2ccccc2)c2ccccc2)CC1)C(F)(F)F	-3	2	-7	-2	8	7	1.4	-4	9
Cc1ccc(N2C(=O)c3n[nH]c(C)c3C2c2ccco2)cc1 (stereo not drawn)	3	6	3	-4	7	5	1.6	-1	1
c1cc(-n2cnnn2)ccc1NC1=NCCC1	-3	3	-4	4	6	-8	-1.8	-1	3
NC(=O)CC(NC(=O)Cc1cccc2ccccc12)c1ccc(N2CCC(Cc3ccccc3)CC2)c([N+](=O)[O-])c1 (stereo not drawn)	1	-1	2	1	-3	6	2.9	3	-1
COc1ccc(CNC(=O)/C=C/c2ccc(OCCCF)cc2)cc1OC	0	-5	-3	-7	6	11	0.3	5	-6
O=C(Cn1c2ccc(F)cc2c2nc3n(c(=O)c21)CCS3)NC1CCCC1	4	2	1	6	5	-2	-1.8	3	7
CCOC(=O)c1sc(=S)n(-c2ccccc2)c1SC	4	0	-1	9	-6	-1	-1.5	1	-2
Cc1cc(C)nc(N(C#N)Cc2ccccc2Cl)n1	-3	-3	2	0	2	2	3.6	0	1
CC(=O)Nc1ccc(S(=O)(=O)N2CCC(C(=O)O)CC2)cc1	0	-5	-2	-5	-4	1	-1.4	0	-8
Cc1noc(C)c1C(=O)N(CC(=O)Nc1ccccc1Br)Cc1ccco1	/	8	3	1	2	/	/	/	-5
Cc1cc(C)nc(SCCc2ccncc2)n1	4	0	5	3	6	3	-1.7	-4	5
COc1cc(C(=O)N(Cc2ccc(C)o2)C2CCS(=O)(=O)C2)cc(OC)c1OC (stereo not drawn)	2	4	-3	-2	1	-2	1.4	-2	1
CCCCCCn1c(NCC)nc2c1c(=O)n(C)c(=O)n2C	4	6	0	1	4	3	1.6	-4	1
O=C(NCC(=O)N(Cc1ccco1)C(C(=O)NC1CCCC1)c1cccnc1)c1ccco1 (stereo not drawn)	-3	-7	3	-1	3	1	1.5	1	1
CCCN(CC1CC1)C(=S)Nc1ccc(Oc2ccccc2)cc1	4	4	-8	5	6	7	-1.9	-4	14
COc1cc(OC)c(NC(=O)C2CCN(S(=O)(=O)c3ccc4c(c3)CC(C)N4C(C)=O)CC2)cc1Cl (stereo not drawn)	3	2	0	-2	4	-3	-0.5	-3	11
Cc1cc2nnc(SCC(=O)NCC(c3ccccc3)N(C)C)n2c2ccccc12 (stereo not drawn)	1	4	1	-4	-3	4	1.0	0	0
Cc1cnc(NC(=O)Cc2ccccc2F)s1	-1	-3	-3	5	3	4	0.1	1	5
Cc1ccc(/C=N/NC(=O)c2cccnc2)s1	-1	-2	1	1	1	2	-1.6	3	6
COCCn1cnnc1SCC(=O)Nc1cccc(S(=O)(=O)N2CCCCC2)c1	/	-3	-3	8	0	/	/	/	-16
Cc1ccc(S(=O)(=O)N2[C@@H](c3ccccc3F)C(C(=O)O)=CC[C@H]2c2ccc(Cl)c(Cl)c2)cc1	0	-5	-2	6	2	-83	/	-4	4
Cn1cc(C(=O)c2ccc(F)cc2)cc1-c1nc2ccccc2n1C	2	-1	-3	6	3	-4	1.3	0	1
Cc1cc(C)n(-c2nc(-c3cccc(Cl)c3)cs2)n1	-6	-10	3	0	-4	-9	3.6	1	1
Cc1ccc(OCCNC(=O)C2CC(=O)N(Cc3ccccc3)C2)cc1 (stereo not drawn)	/	5	-4	0	-4	/	/	/	-10
O=C(c1ccc(NC2=NC3CS(=O)(=O)CC3S2)cc1)N1CCN(c2ccccc2)CC1 (stereo not drawn)	4	-3	-2	3	10	1	-2.2	-3	3
CC(C)(C)/C=N/NC(=O)C1CC1	-1	-9	3	-2	2	0	0.1	-4	-12
Cc1ccc(S(=O)(=O)ON2C(=O)c3ccccc3C2=O)c(C)c1	-2	-2	-1	-2	-2	4	/	2	-6
c1ccc2c(NCCCN3CCOCC3)c3ccccc3nc2c1	-10	-33	-11	7	-1	-2	/	-8	-12
CCCc1ccc2oc(C(=O)N3CCN(CCC(N)=O)CC3)c(C)c2c1	3	6	0	3	0	6	0.6	-2	8
O=C1CN(C(=O)CC2c3ccccc3-c3ccccc32)CC(=O)N1	-2	-2	2	6	7	2	1.8	-4	4
CCCCCCCCNC(=O)/C(C#N)=C/c1ccc(SC)cc1	1	3	2	5	4	-2	-0.4	-5	8
CCC(C)N(C(=O)COC(=O)c1ccc(=O)n(Cc2ccccc2)n1)C1CCS(=O)(=O)C1 (stereo not drawn)	2	4	-2	-5	7	14	-3.2	-2	6
CC(NC(=O)c1ccccc1F)C12CC3CC(CC(C3)C1)C2 (stereo not drawn)	-1	-1	5	7	0	7	-1.1	-3	9
CCOc1ccc(S(=O)(=O)NCC2CCCO2)cc1NC(=O)c1ccccc1F (stereo not drawn)	1	-6	4	4	9	3	-0.4	-3	7
O=C(CSc1nc2scc(-c3ccccc3)c2c(=O)[nH]1)NC1CCCCC1	-2	-2	-2	-3	3	-10	-2.4	0	9
O=C(c1cccc(Cl)c1)C1CCCN(C(=O)c2ccc3c(c2)OCO3)C1 (stereo not drawn)	-1	18	1	7	8	3	/	-1	10
CC(C)OC(=O)c1ccc(N2CCN(c3ccccc3F)CC2)nc1	1	3	2	0	3	-3	2.1	0	3
O=C(N/N=C/c1ccc(O)cc1O)C(=O)N/N=C/c1ccc(O)cc1O	7	-3	-1	-3	20	13	-2.8	2	36
Nc1nonc1C(=O)NCCNCc1ccccc1	-2	-13	-3	-5	4	2	0.5	-3	5
O=S(=O)(/N=C(/Nc1nc2ccccc2s1)c1ccccc1)c1ccccc1	/	-1	-2	5	-2	/	/	/	1
O=C(COc1ccc(F)cc1)N1CCCc2ccccc21	3	0	-4	4	3	-1	0.9	-1	0
O=C(CN(CCc1ccccc1)C(=O)CN1C(=O)COc2ccccc21)NCc1ccco1	-2	1	1	4	3	6	0.5	-5	6
N#CC1(c2ccccc2)CCC(=O)N1Cc1ccccc1 (stereo not drawn)	1	-1	0	3	8	-2	-0.7	-1	10
Cc1ccc2cccc(OCc3cccc([N+](=O)[O-])c3)c2n1	8	0	-5	2	4	9	2.7	-5	9
Cc1nnc(NC(=O)CN2CCN(Cc3ccc(F)cc3Cl)CC2)s1	4	-3	-1	1	4	17	2.5	2	5
CCOc1ccc(CCNC(=O)CSc2cc(=O)n(CC)c3ccccc23)cc1OCC	1	-2	3	2	4	0	-1.7	-5	11
CCCCNC(=S)N/N=C/c1sccc1C	6	4	-3	-3	9	-12	-1.9	-1	18
CCN(CC)CCCN(Cc1cc2cc(OC)ccc2[nH]c1=O)C(=O)Nc1ccc(F)cc1	4	-7	-6	5	8	10	0.3	-1	8
COc1cccc(NC(=S)N(Cc2ccco2)C(C)c2ccco2)c1 (stereo not drawn)	3	6	3	4	5	6	0.5	-3	5
Cc1cccc(C(=O)Nc2ccccc2C(=O)Nc2ccc(C(=O)O)cc2)c1	0	-2	-3	13	0	-11	0.2	-1	0
COc1ccc(C2Nc3ccccc3C(=O)N2c2ccccc2)cc1CSc1ccccn1 (stereo not drawn)	3	1	3	3	2	4	0.9	-3	-3
CCOC(=O)c1sc2nc(CC(=O)OC)nc(NCCN(CC)CC)c2c1C	1	1	5	-1	-1	3	0.5	-1	2
CCC(C)NC(=O)Cn1cnc2sc(C)c(S(=O)(=O)N3CCN(c4ncccn4)CC3)c2c1=O (stereo not drawn)	-3	-3	-9	6	1	6	0.7	-1	-2
Cc1ccc(C(=O)OCC(=O)NCc2cc(C)c(O)c(C)c2)cc1S(=O)(=O)N1CCCCC1	/	19	-50	0	1	/	/	/	1
COc1ccc2ccccc2c1/C=N/N1C(=O)CSC1=S	-3	0	-5	-26	5	-10	-2.8	27*	-16
COCc1ccc(CN2CCCC(CCC(=O)NCc3ccc(C)o3)C2)o1 (stereo not drawn)	3	-1	2	1	1	-8	-0.5	-3	3
Clc1ccc(OCc2nn3c(-c4ccco4)nnc3s2)c(Cl)c1	-14	-20	-2	-3	-7	-2	-3.2	0	-12
O=C(COC(=O)[C@@H]1CCCN1S(=O)(=O)c1ccc(Cl)cc1)NC1CC1	4	7	4	1	3	-2	0.6	-2	3
O=C(CCC(=O)Nc1ccc(Br)cc1)N/N=C/c1ccc(F)cc1	0	-2	-3	4	-1	9	-0.4	0	1

# Continuation.
mol	Fam108B counter	PME-1 primary	PAD4 FP inh	GLD-1 RNA inh	Bcl-xL primary	GSTO1 counter	MEX-5 binding	TPT1 inh	MCL1-BIM inh
Cc1ccc(C2=NS(=O)(=O)N(C)C(C(=O)NCc3cccs3)=C2)cc1	-1	4	-5	6	2	-2	4.7	-1	-3
COc1ccc(-c2noc(CSc3nc4sc(C)c(C)c4c(=O)n3-c3ccccc3)n2)cc1	-2	-8	1	2	5	1	1.8	1	3
CCN(CC)CCCn1c2c(c(SCC(=O)Nc3ccc4c(c3)OCCO4)nc1=O)CCC2	-1	-2	3	4	4	11	2.0	-2	6
Cc1csc2ncnc(NC3CCN(Cc4ccccc4)CC3)c12	4	2	1	0	5	0	-0.6	-2	7
O=C(Nc1cccnc1)c1cc([N+](=O)[O-])ccc1Cl	-5	-3	3	1	1	5	-0.9	-1	6
CCCc1c(C(=O)N/N=C(\C)c2ccc(O)cc2)nnn1-c1nonc1N	2	-7	2	8	6	8	-0.4	-3	2
O=C(COc1ccccc1)OCC(=O)c1c[nH]c2ccccc12	/	-1	-1	0	2	/	/	/	0
COc1ccccc1-c1cc(C(=O)N/N=C/c2sccc2C)c2ccccc2n1	-5	-14	-2	11	7	-1	2.8	-2	10
CCOC(=O)C1=C(CSc2nccn2C)NC(=O)NC1c1ccc(OC)cc1 (stereo not drawn)	2	4	-3	1	1	7	0.2	2	3
COc1ccc2nc(NC(=O)CSc3nnc4n3C(C)(C)Cc3ccccc3-4)sc2c1	5	1	3	3	-2	-6	-1.7	4	-9
CC(Oc1ccc2c(c1)oc(=O)c1ccccc12)C(=O)NCCN1CCOCC1 (stereo not drawn)	-7	5	3	5	3	0	3.4	3	-3
CCC1(C)Cc2ccccc2-c2nc(NCCO)n(-c3ccccc3)c(=O)c21 (stereo not drawn)	-1	-3	-2	0	7	-3	-0.8	-3	5
Cc1sc2nc(-c3cccnc3)nc(Cl)c2c1-c1ccccc1	-7	-2	-4	-8	-4	-6	3.4	3	-11
O=C(CN1CCN(C(c2ccccc2)c2ccccc2)CC1)Nc1ccc(N2CCOCC2)cc1	-3	-11	-1	7	-4	-1	0.6	-2	-9
CCCN(CCC)C(=O)c1cc2c(=O)[nH]c3ccc(C)cc3c2s1	-2	5	-1	-2	5	2	-0.5	-1	2
COc1ccccc1NC(=O)CCCC(=O)OCC(=O)c1ccc(F)cc1	3	-6	-4	-8	-1	-1	-0.6	0	0
CCCn1nnc(NC(=O)/C=C/c2ccccc2)n1	-3	1	-2	-4	-10	5	3.0	-3	0
